Source: PubChem BioAssay (several laboratories)
TRPN1 ag: zebrafish TRPN1 channel agonists, primary screen, cell-based, HEK293, calcium fluorescence; HEK293 zebrafish TRPN1-YFP, Fluo-8 calcium fluorescence; 100% = response to 87 µM carbachol; AID 1424, 2008; 220,000 compounds, 0.18% hits; transient receptor potential cation channel N1 (TRPN1/NompC), Danio rerio; activation, % at 3 µM;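 active means activation above its plate's cutoff, the mean activation of test wells on that plate plus 3 SD, cut at about 19% in these data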;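 further: 0% = DMSO alone and 100% = 87 µM carbachol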
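Material: zebrafish TRPN1-YFP in HEK293 cells; Doses: single test compound dose, 3 µM nominal, 0.3% DMSO; Timing: dye loading 1 h at 37 °C, then 30 min room temperature; Technique: intracellular calcium fluorescence with Fluo-8; Benchmarks: high carbachol 87 µM, low DMSO alone.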
EBV gp42 block: Epstein-Barr virus gp42 inhibitors, primary screen, biochemical, uHTS, fluorescence polarization | Fluorescence polarization binding assay, mP read-out | 220,000 compounds, 0.42% hits | Glycoprotein 42 (Epstein-Barr virus (strain AG876)), Q1HVG2 | inhibition, % (tested at 21.74 µM); in the data active means inhibition above about 50%
Target sequence (Q1HVG2 whole entry, looked up): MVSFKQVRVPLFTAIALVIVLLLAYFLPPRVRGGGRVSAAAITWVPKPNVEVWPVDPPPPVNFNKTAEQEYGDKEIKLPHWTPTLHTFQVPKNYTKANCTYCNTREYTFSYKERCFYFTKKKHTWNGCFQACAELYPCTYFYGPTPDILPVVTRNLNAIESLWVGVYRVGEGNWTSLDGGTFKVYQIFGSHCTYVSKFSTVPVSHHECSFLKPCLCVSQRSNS
Calpain2 inh: inhibitors of pig calpain II, primary screen, biochemical, fluorogenic peptide substrate, 1536-well; AID 1236, 2008; 220,000 compounds, 0.37% hits; purified calpain II, 30 min; inhibition, % at 16 µM;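 active means inhibition above about 50%, limit read from the data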
PPC-1+TRAIL kill: compounds killing PPC-1 cancer cells with TRAIL present, primary screen, TRAIL potentiator project, ATPLite luminescence, uHTS; cell killing (% activity), % at 4 µM; PPC-1 cells + TRAIL, ATPLite viability luminescence; 220,000 compounds, 0.41% hits;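 active means cell killing above 50% in the first pass at 4 µM, then a duplicate retest at 5 µM averaging 50% or more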;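 further: plate controls were cells with TRAIL plus DMSO for no effect and medium-only wells lacking cells for full effect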
TbHK1 inh: Trypanosoma brucei hexokinase 1 inhibitors, primary screen, biochemical, G6PDH-coupled NADH absorbance, MLSCN library; hexokinase 1 [Trypanosoma brucei]; recombinant TbHK1, G6PDH-coupled NADH A340; 220,000 compounds, 0.11% hits; inhibition, % at 10 µM;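 active means inhibition of 50% or more in the single-dose primary screen; inactive means inhibition below 50%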
KCC2 mod: KCC2 cotransporter modulators, thallium flux, primary screen, cell-based, HEK293 KCC2, FluoZin-2 fluorescence, MLSMR | KCC2 cells, thallium flux FluoZin-2 fluorescence | B-score of Tl+ flux slope (higher = more flux/activation; lower = inhibition) at 10 µM | 190,000 compounds, 2.2% hits | AID 1456, 2008;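 active means thallium flux slope and its plate-corrected score both differing from the plate sample mean at a set confidence after two filtering rounds, in either direction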;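 further: slope of fluorescence scaled to starting intensity during 10 to 20 s after thallium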
Furin inh: human furin inhibitors, primary screen, biochemical, fluorescence intensity; AID 463115, 2010; P09958; 220,000 compounds, 0.061% hits; inhibition, % at 30 µM; purified furin, fluorogenic substrate cleavage; in the data active means inhibition above about 25%; further: inactives centre near -15
Target sequence (P09958 108-714 limits assumed): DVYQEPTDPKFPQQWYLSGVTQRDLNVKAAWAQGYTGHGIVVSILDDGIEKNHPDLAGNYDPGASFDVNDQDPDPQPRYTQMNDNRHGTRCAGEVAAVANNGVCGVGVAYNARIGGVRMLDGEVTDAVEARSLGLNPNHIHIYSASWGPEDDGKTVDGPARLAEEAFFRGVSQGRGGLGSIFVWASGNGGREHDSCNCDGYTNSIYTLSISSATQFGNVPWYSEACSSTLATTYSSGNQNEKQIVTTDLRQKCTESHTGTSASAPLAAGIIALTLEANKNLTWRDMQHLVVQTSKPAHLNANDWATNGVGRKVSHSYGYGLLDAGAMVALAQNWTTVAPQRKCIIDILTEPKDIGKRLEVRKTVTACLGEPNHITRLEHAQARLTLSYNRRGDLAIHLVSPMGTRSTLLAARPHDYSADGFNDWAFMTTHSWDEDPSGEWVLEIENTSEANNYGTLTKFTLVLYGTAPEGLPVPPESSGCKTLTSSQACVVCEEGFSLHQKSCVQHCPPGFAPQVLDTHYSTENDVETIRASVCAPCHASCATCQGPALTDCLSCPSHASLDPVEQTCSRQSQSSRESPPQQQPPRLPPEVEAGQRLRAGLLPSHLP
thrombin 1536: human alpha-thrombin inhibitors, primary screen, counter-screen for coagulation protease inhibitor project, biochemical, 1536-well, fluorogenic AMC substrate; inhibition, % at 5 µM; Prothrombin (Homo sapiens), P00734; Boc-VPR-AMC fluorogenic substrate cleavage; 220,000 compounds, 0.26% hits;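 active means inhibition at or above 40%; inactive means inhibition below 40%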;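 further: 0% = enzyme with no compound and 100% = wells without enzyme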
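System: human alpha-thrombin protein; Compound dosing: one concentration per compound, 5 µM, with 0.2% DMSO; Timing: reaction at room temperature; Technique: AMC fluorescence, 355/460 nm; Controls: enzyme without compound as high, wells lacking enzyme as low.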
TRPML3 ag: human TRPML3 channel agonists, primary screen, cell-based, HEK293 TRPML3-YFP, Fluo-8 calcium fluorescence, 3 µM. Mucolipin-3 (Homo sapiens), Q8TDD5. 100% = the carbachol control signal. activation, % at 3 µM. 220,000 compounds, 0.29% hits. AID 1448, 2008;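 active means activation above its plate's cutoff, the mean activation of the plate's test wells plus 3 SD, cut at about 12% in these data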;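 further: 0% = DMSO only wells and 100% = carbachol wells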
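Material: TRPML3-YFP stable HEK293 cells | Dosing: One concentration, 3 µM nominal, 0.3% DMSO | Timing: 125 s total fluorescence read per well | Technique: Fluo-8 calcium dye fluorescence, ex 470-495, em 515-575 nm | Measure: Percent activation from peak-to-basal fluorescence ratio, scaled between DMSO and carbachol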
An asterisk follows results filed as active; [ ] = remark or other dose.

How did Cc1no[n+]([O-])c1COc1cccc(/C=C2\N=C(c3ccccc3)OC2=O)c1 do in these assays?
TRPN1 ag: 0.3; EBV gp42 block: 2; Calpain2 inh: 7; PPC-1+TRAIL kill: 18; TbHK1 inh: 33; KCC2 mod: 0.32; Furin inh: -1; thrombin 1536: -7; TRPML3 ag: -0.3

Results for O=C(CSc1nnc(-c2ccc(F)cc2)o1)c1ccc2c(c1)OCCO2 ?
TRPN1 ag: 1.0; EBV gp42 block: -11; Calpain2 inh: -7; PPC-1+TRAIL kill: 1; TbHK1 inh: -1; KCC2 mod: -0.92; Furin inh: -13; thrombin 1536: -11; TRPML3 ag: 0.8

How did O=C(NCCN1CCOCC1)c1ccc2c(c1)ncn2C1CCCC1 do in these assays?
TRPN1 ag: 0.5; EBV gp42 block: -4; Calpain2 inh: 8; PPC-1+TRAIL kill: 4; TbHK1 inh: 4; KCC2 mod: 0.32; Furin inh: -7; thrombin 1536: -3; TRPML3 ag: 0.5

What do the screens show for `CN1CCN(NC(=O)c2cc(S(=O)(=O)N3CCOCC3)c(Cl)cc2Cl)CC1`?
TRPN1 ag: 1.0; EBV gp42 block: 1; Calpain2 inh: 3; PPC-1+TRAIL kill: -6; TbHK1 inh: 29; KCC2 mod: 0.92; Furin inh: -5; thrombin 1536: 0; TRPML3 ag: 0.5

What do the screens show for `CCOc1nnc(C)c2c(C)n(-c3cccc(OC)c3)nc12`?
TRPN1 ag: 0.6; EBV gp42 block: -31; Calpain2 inh: -41; PPC-1+TRAIL kill: 18; TbHK1 inh: 5; KCC2 mod: -2.6; Furin inh: -16[20 µM]; thrombin 1536: 1; TRPML3 ag: 0.0

Results for O=C(CCCN1C(=O)c2ccccc2C1=O)Nc1sc2c(c1C(=O)NCc1ccco1)CCC2 ?
TRPN1 ag: -1.0; EBV gp42 block: 4; Calpain2 inh: -23; PPC-1+TRAIL kill: 42; TbHK1 inh: -7; KCC2 mod: -2.5; Furin inh: -22[20 µM]; thrombin 1536: -9; TRPML3 ag: -0.9

Results for O=C(Nc1ccc(N2CCN(C(=O)c3ccccc3)CC2)c(Cl)c1)c1cccnc1 ?
TRPN1 ag: 1.0; EBV gp42 block: -24; Calpain2 inh: -12; PPC-1+TRAIL kill: 22; TbHK1 inh: -10; KCC2 mod: 1.1; Furin inh: -6[20 µM]; thrombin 1536: 1; TRPML3 ag: 1.4

How did COCCn1nnnc1SCC(=O)c1ccc(F)cc1 do in these assays?
TRPN1 ag: -1.3; EBV gp42 block: -26; Calpain2 inh: -1; PPC-1+TRAIL kill: -10; TbHK1 inh: -14; KCC2 mod: 0.79; Furin inh: -16[20 µM]; thrombin 1536: 0; TRPML3 ag: -0.2

Results for O=c1oc2ccc(Br)cc2cc1-c1nc2ccccc2o1 ?
TRPN1 ag: 0.5; EBV gp42 block: -17; Calpain2 inh: -267; PPC-1+TRAIL kill: 0; TbHK1 inh: 0; KCC2 mod: 0.025; Furin inh: -9; thrombin 1536: 2; TRPML3 ag: 0.2

What do the screens show for `CC(=O)c1ccc(NC(=O)/C(=C\c2cccs2)NC(=O)c2ccco2)cc1`?
TRPN1 ag: 0.3; EBV gp42 block: 1; Calpain2 inh: -18; PPC-1+TRAIL kill: 9; TbHK1 inh: -40; KCC2 mod: -0.086; Furin inh: -6; thrombin 1536: -6; TRPML3 ag: 0.6

Results for CCC(C)Cn1c(C(C)O)nc2ccccc21 (stereo not drawn) ?
TRPN1 ag: -0.2; EBV gp42 block: -14; Calpain2 inh: 0; PPC-1+TRAIL kill: -1; TbHK1 inh: -7; KCC2 mod: 0.26; Furin inh: -19[20 µM]; thrombin 1536: -1; TRPML3 ag: 1.0

What do the screens show for `COc1ccc(O[C@H]2C=C[C@@H](c3ccccc3)O[C@@H]2CO/N=C/C[C@@H]2C=C[C@H](OC(C)=O)[C@@H](COC(C)=O)O2)cc1`?
TRPN1 ag: 1.8; EBV gp42 block: 5; Calpain2 inh: 27; PPC-1+TRAIL kill: 31; TbHK1 inh: 0; KCC2 mod: -0.0092; Furin inh: -8; thrombin 1536: 23; TRPML3 ag: 0.3

Results for CCOc1cc(C2Nc3ccccc3C(=O)N2c2ccccc2OC)ccc1O (stereo not drawn) ?
TRPN1 ag: -0.9; EBV gp42 block: 13; Calpain2 inh: inactive; PPC-1+TRAIL kill: 19; TbHK1 inh: -13; KCC2 mod: -0.21; Furin inh: -22[20 µM]; thrombin 1536: -7; TRPML3 ag: 0.0

Results for O=C(O)CC/C(=N/NC(=O)CNC(=O)Cc1ccccc1)c1ccccc1 ?
TRPN1 ag: 0.0; EBV gp42 block: -12; Calpain2 inh: 6; PPC-1+TRAIL kill: 6; TbHK1 inh: -3; KCC2 mod: 0.46; Furin inh: 1; thrombin 1536: 3; TRPML3 ag: 0.1

How did Cc1ccc(N=C2CSC(=O)N2)cc1 do in these assays?
TRPN1 ag: 1.1; EBV gp42 block: -5; Calpain2 inh: -16; PPC-1+TRAIL kill: 26; TbHK1 inh: -6; KCC2 mod: 0.55; Furin inh: -30; thrombin 1536: -23; TRPML3 ag: 0.6

What do the screens show for `COc1ccc(C(=O)NC(=S)N2CCOCC2)cc1OC`?
TRPN1 ag: 2.3; EBV gp42 block: -11; Calpain2 inh: -21; PPC-1+TRAIL kill: 16; TbHK1 inh: -2; KCC2 mod: 1.2; Furin inh: -20; thrombin 1536: -1; TRPML3 ag: -0.1

Results for CN1CCN(S(=O)(=O)c2cccs2)CC1 ?
TRPN1 ag: -0.4; EBV gp42 block: -16; Calpain2 inh: -11; PPC-1+TRAIL kill: 4; TbHK1 inh: -2; KCC2 mod: 0.86; Furin inh: -15; thrombin 1536: -6; TRPML3 ag: 0.6

How did COc1ccc(Cn2c(C)c(C)c(C#N)c2NC(=O)Nc2cccc(C)c2)cc1 do in these assays?
TRPN1 ag: -0.8; EBV gp42 block: 6; Calpain2 inh: 39; PPC-1+TRAIL kill: 2; TbHK1 inh: -11; KCC2 mod: 0.23; Furin inh: -19[20 µM]; thrombin 1536: -1; TRPML3 ag: -1.4

What do the screens show for `CCc1nc(C)ccc1OCC(=O)N(CC)CC`?
TRPN1 ag: 0.6; EBV gp42 block: 1; Calpain2 inh: -18; PPC-1+TRAIL kill: -1; TbHK1 inh: -9; Furin inh: -8[20 µM]; thrombin 1536: -5; TRPML3 ag: -0.1

Results for Cc1ccc(SCCC(=O)N/N=C/c2ccccc2O)cc1 ?
TRPN1 ag: -0.1; EBV gp42 block: -5; Calpain2 inh: -71; PPC-1+TRAIL kill: 22; TbHK1 inh: -4; KCC2 mod: 0.56; Furin inh: -17; thrombin 1536: -5; TRPML3 ag: 0.1

What do the screens show for `CCOc1cc(-c2cc(N)n[nH]2)cc(OCC)c1OCC`?
TRPN1 ag: 1.1; EBV gp42 block: -20; Calpain2 inh: -6; PPC-1+TRAIL kill: 12; TbHK1 inh: -3; KCC2 mod: -0.75; Furin inh: -27; thrombin 1536: -2; TRPML3 ag: 0.0

What do the screens show for `C=CCn1c(SC(C)C(N)=O)nc2sc(CC)cc2c1=O` (stereo not drawn)?
TRPN1 ag: 0.3; EBV gp42 block: -13; Calpain2 inh: 14; PPC-1+TRAIL kill: 12; TbHK1 inh: -6; KCC2 mod: 0.48; Furin inh: -10; thrombin 1536: 1; TRPML3 ag: 0.2

Results for CCOCCCNC(=O)C(NC(=O)c1cnccn1)c1ccc(C)cc1 (stereo not drawn) ?
TRPN1 ag: -0.4; EBV gp42 block: -8; Calpain2 inh: -204; PPC-1+TRAIL kill: 19; TbHK1 inh: 55*; KCC2 mod: -0.18; Furin inh: -20[20 µM]; thrombin 1536: -3; TRPML3 ag: 0.9

Results for CC(C)(C)N1CCC1CN (stereo not drawn) ?
TRPN1 ag: 1.0; EBV gp42 block: -14; Calpain2 inh: -13; PPC-1+TRAIL kill: -3; TbHK1 inh: -9; KCC2 mod: -1.5; Furin inh: -27; thrombin 1536: -1; TRPML3 ag: 0.7

The last 3 records of the section above are carried over, then new ones follow.
What do the screens show for `C=CCn1c(SC(C)C(N)=O)nc2sc(CC)cc2c1=O` (stereo not drawn)?
TRPN1 ag: 0.3; EBV gp42 block: -13; Calpain2 inh: 14; PPC-1+TRAIL kill: 12; TbHK1 inh: -6; KCC2 mod: 0.48; Furin inh: -10; thrombin 1536: 1; TRPML3 ag: 0.2

Results for CCOCCCNC(=O)C(NC(=O)c1cnccn1)c1ccc(C)cc1 (stereo not drawn) ?
TRPN1 ag: -0.4; EBV gp42 block: -8; Calpain2 inh: -204; PPC-1+TRAIL kill: 19; TbHK1 inh: 55*; KCC2 mod: -0.18; Furin inh: -20[20 µM]; thrombin 1536: -3; TRPML3 ag: 0.9

Results for CC(C)(C)N1CCC1CN (stereo not drawn) ?
TRPN1 ag: 1.0; EBV gp42 block: -14; Calpain2 inh: -13; PPC-1+TRAIL kill: -3; TbHK1 inh: -9; KCC2 mod: -1.5; Furin inh: -27; thrombin 1536: -1; TRPML3 ag: 0.7

How did CSCCC(NS(=O)(=O)c1ccc2c(c1)oc(=O)n2C)C(=O)NC1CCC(C)CC1 (stereo not drawn) do in these assays?
TRPN1 ag: 0.1; EBV gp42 block: -1; Calpain2 inh: 7; PPC-1+TRAIL kill: 20; TbHK1 inh: 4; KCC2 mod: -0.03; Furin inh: -26; thrombin 1536: -4; TRPML3 ag: 0.3

What do the screens show for `CC(=O)N/C(=C\c1ccc(F)cc1)C(=O)N(C)C`?
TRPN1 ag: 0.2; EBV gp42 block: 15; Calpain2 inh: 9; PPC-1+TRAIL kill: 27; TbHK1 inh: -3; KCC2 mod: 1.2; Furin inh: -15; thrombin 1536: -3; TRPML3 ag: 1.2

Results for Cc1nn(C)c(C(=O)N/N=C/c2cccc3ccccc23)c1Cl ?
TRPN1 ag: -0.3; EBV gp42 block: -10; Calpain2 inh: 4; PPC-1+TRAIL kill: 7; TbHK1 inh: -6; KCC2 mod: -0.62; Furin inh: -33; thrombin 1536: 1; TRPML3 ag: -0.4

Results for CN(C)S(=O)(=O)c1cc(NC(=O)COC(=O)/C=C/c2ccco2)ccc1Cl ?
TRPN1 ag: 1.6; EBV gp42 block: -20; Calpain2 inh: -11; PPC-1+TRAIL kill: 6; TbHK1 inh: -17; KCC2 mod: -2.4; Furin inh: -27; thrombin 1536: 0; TRPML3 ag: 0.5
